Bioassay records: PubChem BioAssay, Fisher Drug Discovery Resource Center
hcGAS lum: human cGAS inhibition; hit rate 0.081% among 290,000; Q8N884; recombinant h-cGAS, ATP depletion, Kinase-Glo luminescence; inhibition, % at 12.5 µM;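 note: 0% = vehicle reaction and 100% = reaction without DNA for no activity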
Target sequence (Q8N884 whole entry, looked up): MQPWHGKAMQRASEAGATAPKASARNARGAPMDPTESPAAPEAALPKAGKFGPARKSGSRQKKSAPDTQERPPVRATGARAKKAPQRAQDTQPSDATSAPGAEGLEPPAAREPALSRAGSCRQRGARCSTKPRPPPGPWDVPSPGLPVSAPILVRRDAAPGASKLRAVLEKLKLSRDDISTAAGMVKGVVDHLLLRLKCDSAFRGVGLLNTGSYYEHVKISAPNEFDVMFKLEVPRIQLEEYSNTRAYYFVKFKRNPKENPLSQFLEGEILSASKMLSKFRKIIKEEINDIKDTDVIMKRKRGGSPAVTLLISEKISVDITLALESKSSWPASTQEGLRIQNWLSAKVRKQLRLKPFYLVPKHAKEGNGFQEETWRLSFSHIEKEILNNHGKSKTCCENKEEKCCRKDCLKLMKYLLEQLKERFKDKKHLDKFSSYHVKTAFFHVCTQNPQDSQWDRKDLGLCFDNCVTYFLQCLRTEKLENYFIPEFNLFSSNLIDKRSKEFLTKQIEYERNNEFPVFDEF
NPYLR7 agonist: activates Aedes aegypti NPYLR7 receptor; HEK293T NPYLR7/Galpha15, GCaMP6s calcium fluorescence; activation, % at 10 µM; hit rate 0.15% among 270,000; in the data active = activation above about 40%;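 note: 0% = vehicle and 100% = reference agonist at the receptor; some compounds past the cut are filed as inactive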
mcGAS lum: blocks mouse cGAS activity; Q8C6L5; recombinant cGAS, Kinase-Glo ATP depletion luminescence; inhibition, % at 12.5 µM; hit rate 0.15% among 160,000; AID 1259399;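 note: 0% = negative control wells and 100% = reference inhibitor with no enzyme activity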
Active calls of the source: *; . = no result given; & = joins results of further samples. Cut-off read from the data, not from the text of the source, unless noted: active = inhibition above about 40%; inactive = the rest.

SMILES	hcGAS lum	NPYLR7 agonist	mcGAS lum
NC(=O)c1ccc(CN(C(=O)c2ccc(Br)s2)C2CC2)cc1	-4	10	.
COc1ccc(-c2cc(CN3CCN(S(=O)(=O)c4ccc(C)cc4)CC3)on2)cc1	-2	-3	-8
CC1c2cc(F)ccc2CCN1C(=O)C1CC(=O)N(CCN(C)C)C1 (stereo not given)	1	2	.
Cc1cc(C(=O)NCCSc2nnc(C)s2)c2ccc(F)cc2n1	1	0	.
C=C(C)Cn1c(C(=O)N2CCN(C(=O)CCc3ccccc3)C(C)C2)cc2ccoc21 (stereo not given)	-6	24	-8
Cn1c(C(=O)NCC2(N)CCCC2)cc2ccccc21	-14	9	.
COc1ccc(-c2nc(CN3CCC(F)(F)CC3)c(C)o2)c2ccccc12	-7	0	.
CCOc1ccc(Br)cc1NC(=O)C1CC(=O)N(C)C1 (stereo not given)	-3	-3	.
Cc1nsc(N2CCCN(C(=O)c3sccc3C3CC3)CC2)n1	-9	3	.
Cc1nc(C)c(-c2csc(Nc3cccnc3)n2)s1	2	5	.
O=C(O)C12C3C4C1C1C2C3C1(Br)C4(O)O (stereo not given)	-1	0	.
Cc1ccc(S(=O)(=O)N/N=C(\c2ccccc2)c2c(C)[nH]n(-c3ccccc3)c2=O)cc1	-6	2	.
CCOc1cccc2cc(C(=O)N3CC(C)CC(C)C3)c(=O)oc12 (stereo not given)	-6	3	-7
Cc1cc2nc(-c3cccs3)cc(C(=O)NCc3ccc(F)c(Cl)c3)c2cc1C	-5	-6	-5
NCC1Cc2cc(-c3ccc(C(=O)N4CCCC4)o3)cc(Cl)c2O1 (stereo not given)	-5	12	-15

Next part, starting with the last 6 of the part before.
SMILES	hcGAS lum	NPYLR7 agonist	mcGAS lum
Cc1nc(C)c(-c2csc(Nc3cccnc3)n2)s1	2	5	.
O=C(O)C12C3C4C1C1C2C3C1(Br)C4(O)O (stereo not given)	-1	0	.
Cc1ccc(S(=O)(=O)N/N=C(\c2ccccc2)c2c(C)[nH]n(-c3ccccc3)c2=O)cc1	-6	2	.
CCOc1cccc2cc(C(=O)N3CC(C)CC(C)C3)c(=O)oc12 (stereo not given)	-6	3	-7
Cc1cc2nc(-c3cccs3)cc(C(=O)NCc3ccc(F)c(Cl)c3)c2cc1C	-5	-6	-5
NCC1Cc2cc(-c3ccc(C(=O)N4CCCC4)o3)cc(Cl)c2O1 (stereo not given)	-5	12	-15
CCOC(=O)c1cccc(NC(=O)CCN2C(=O)c3ccccc3C2=O)c1	1	5	-3
COc1ccc(OCCNC(=O)c2cc(C)nc3ccccc23)cc1	-2	9	.
Cc1ccc(C(=O)N(Cc2nccn2Cc2cccc(C(F)(F)F)c2)CC(C)C)cc1	6	-1	1
COc1ccccc1N1CCN(Cc2cnc(SC)nc2)CC1(C)C	-4	3	-10
COc1ccccc1-c1c(Nc2ccccc2C)oc2c1c(=O)n(C)c(=O)n2C	-7	-6	-8
COc1ccc(CNC(=O)c2cccnc2N2CCN(C(=O)c3c(C)noc3C)CC2)cc1	-7	2	-5
COc1ccc(C2Nn3c(Cc4ccccc4)nnc3S2)cc1OC (stereo not given)	0	-5	.
CCc1nccn1CCC(=O)N1CC[C@@H](c2ccc(F)cc2)[C@H](O)C1	-4	2	-19
CSc1nc(NC(C)C)c2cnn(CCNC(=O)c3cccc(C(F)(F)F)c3)c2n1	-3	.	-6
O=C1OC(c2ccc(N3CCCC3=O)cc2)=NC1=Cc1cc(Br)ccc1F	-2	16	-4
Cc1nc(N2CCN(c3cc(=O)[nH]nc3-c3ccccc3)CC2)c2cnn(C)c2n1	2	-1	.
CCOc1ccc(Nc2ccnc(C(C)(C)C)n2)cc1	-5	3	-18
Cc1ccc(N2CC(c3nc4ccccc4n3C)CC2=O)c(C)c1 (stereo not given)	-3	-2	-3
CCc1cc(CNC(=O)CC2C(=O)NCCN2Cc2ccccc2C(F)(F)F)on1 (stereo not given)	-3	12	-2
CCC1=NN(C(=O)C(C)Oc2ccc(Cl)cc2Cl)C(O)(C(F)(F)F)C1 (stereo not given)	-18	-1	-8
CCOC(=O)C1(CCOc2ccccc2)CCN(Cc2cn(CC)nc2C)CC1	-3	2	.
O=c1c2cnc3ncnn3c2ccn1Cc1ccco1	-9	3	.
CCOc1nc(-c2ccc(Cl)c(Cl)c2)n(-c2cccc(NC(=O)Nc3ccc(F)cc3F)c2)n1	-5	12	-3
C=c1ccc(C)c2c1=C(O)C(=O)N2	0	-4	.
CN1CCN(C(=O)CC2c3cccnc3C(=O)N2c2c(Cl)cccc2Cl)CC1 (stereo not given)	4	0	-4
O=c1ncccn1[C@@H]1O[C@H](CO)[C@@H](O)[C@H]1O	3	-16	.
COC(=O)CC(=O)N[C@H](Cc1ccccc1)C(=O)N1CCC(C(=O)NCc2cccc(OC)c2)CC1	0	15	-3
COc1ccc(C(=O)OCCN(C2=NS(=O)(=O)c3ccccc32)c2ccccc2Cl)cc1OC	-6	5	-7
CCCCn1c(C)c(C)n2c3c(=O)n(CC(C)=O)c(=O)n(C)c3nc12	-11	.	-8
COCCN(Cc1ccc(C)cc1)Cc1ccc(C(O)(c2ccc(OC)cc2)c2ccc(OC)cc2)o1	-4	0	-6
COc1cc(F)ccc1NCC(=O)NC(N)=O	1	2	-6
O=c1[nH]c2ccccc2n1C1CCN(S(=O)(=O)NCc2ccccc2)CC1	-8	.	-13
c1ccc(-n2c(SCCc3ccncc3)nnc2-c2ccncc2)cc1	-6	0	.
Cc1ccoc1C(=O)NCc1ccccc1-n1cncn1	5	-1	.
COc1cccc(COC(=O)c2nnn(-c3ccc(C)cc3)c2C)c1	1	-22	-1
Cn1c(=O)c2c(nc(Br)n2CCSc2ncccn2)n(C)c1=O	0	0	-7
O=C(NCCc1ccccc1)c1ccccc1NS(=O)(=O)c1c(F)c(F)c(F)c(F)c1F	-2	-1	-5
O=C(NCc1cccc(Cl)c1)c1ccc(N2CCOCC2)nc1	-6	0	.
Cc1cccc(NC(=O)N2CCN(c3nc(-c4cccc(F)c4)nc(C)c3Cc3ccccc3)CC2)c1	6	-2	1
CC(c1nc(N)nc(Nc2ccccc2)n1)N1CCCCCC1 (stereo not given)	-6	3	.
CN(Cc1nnc(-c2ccccc2)o1)C(=O)c1sccc1Cl	-1	-1	.
CCCc1noc(C(C)N(C)CC2CCCCC2)n1 (stereo not given)	0	4	.
CCc1ccc2oc(-c3ccc(C)c(NC(=O)c4ccc(F)cc4)c3)nc2c1	-2	-7	4
c1ccc(C2CCN(CCNc3ncnc4[nH]ccc34)C2)cc1 (stereo not given)	-5	2	.
CCOC(=O)c1nn(-c2ccccc2Cl)c(=O)cc1OS(=O)(=O)c1ccc(C)cc1	-10	-2	-8
CC(Cn1cccn1)C(=O)N1Cc2cnn(Cc3ccc(F)cc3)c2C1 (stereo not given)	-2	3	.
Cc1cc(NC(=O)Cc2ccccc2)n(-c2nc3c(cnn3-c3cccc(C)c3C)c(=O)[nH]2)n1	0	.	-4
CCOC(=O)c1cn[nH]c1S(=O)(=O)NCc1cccc(OC)c1	0	-5	-3
CN1CCN(c2nc(-c3cccs3)cs2)CC1	-7	-4	.
O=C1CC(c2ccc(-n3cncn3)cc2)c2cnn(Cc3ccncc3)c2N1 (stereo not given)	-4	-9	-12
Cc1ccc2oc(-c3cccc(NC(=O)c4ccccc4C)c3C)nc2c1	-1	15	-6
O=S(=O)(Nc1ccc2c(c1)CCC2)c1ccc(F)cc1	-2	0	.
CC(C)c1nccc(CN2CCC(CNS(C)(=O)=O)C2)n1 (stereo not given)	-5	7	.
COc1cc(C2=N/C(=C\c3ccc4c(c3)OCO4)C(=O)O2)cc(OC)c1OC	-1	-4	-4
COc1cc(OC)cc(C(=O)N2CCN(C(c3ccccc3)c3ccc(F)cc3)CC2)c1 (stereo not given)	-5	-3	-5
O=C(NCCc1ccc(Cl)cc1Cl)c1cc2n(n1)CCN(Cc1ccc(F)cc1)C2=O	-3	18	-7
Cc1cc(C)c[n+](C2=C(c3c(C)[nH]n(-c4ccccc4)c3=O)C(=O)N(c3cccc(Cl)c3)C2=O)c1	-8	-7	-8
CC(=O)NC(c1ccccc1)c1nc(-c2csc3ccccc23)cs1 (stereo not given)	-5	1	.
CC(C)c1ccc(C(=O)CSc2nnc(N)s2)cc1	-5	0	-8
O=C(c1ccc(CSc2nc3ccccc3s2)cc1)N1C2CCC1CC(Oc1ccc(F)cc1F)C2 (stereo not given)	-2	19	-6
CCc1ccccc1NC(=O)Cn1nnc(C(=O)NCCc2ccccc2)c1N	-8	13	-7
COc1ccc(-c2c(NC(=O)c3ccco3)oc3c(C)cccc3c2=O)cc1	-5	4	.
CC(=O)c1ccc(N2CCN(S(=O)(=O)c3ccccc3)CC2)c(F)c1	-5	15	.
CCN(CC(=O)NC)C(=O)c1cc(Cl)c(Cl)n1C	1	-1	.
COc1cc(OC)cc(C(=O)OCn2c(SC)nnc(C)c2=O)c1	-11	1	-8

One compound at a time (already shown). Screens in order: hcGAS lum, NPYLR7 agonist, mcGAS lum
`c1ccc(-n2c(SCCc3ccncc3)nnc2-c2ccncc2)cc1` in the list: -6, 0, .
`COc1ccccc1-c1c(Nc2ccccc2C)oc2c1c(=O)n(C)c(=O)n2C` in the list: -7, -6, -8
`CCOC(=O)c1nn(-c2ccccc2Cl)c(=O)cc1OS(=O)(=O)c1ccc(C)cc1` in the list: -10, -2, -8
`CCC1=NN(C(=O)C(C)Oc2ccc(Cl)cc2Cl)C(O)(C(F)(F)F)C1` (stereo not given) in the list: -18, -1, -8
`COc1ccc(-c2nc(CN3CCC(F)(F)CC3)c(C)o2)c2ccccc12` in the list: -7, 0, .

Going on with the list.
SMILES	hcGAS lum	NPYLR7 agonist	mcGAS lum
CC(=O)[C@@H]1C[C@H](CC(=O)Nc2ccc(OCc3ccccc3)cc2)C1(C)C	-4	-9	.
O=C(NCc1cn2c(n1)SCC2)c1ccc(C2CCCO2)s1 (stereo not given)	-2	-7	-8
CCOC(=O)c1ccccc1NC(=O)Cn1c(-c2nnc(C)o2)cc2ccccc21	-6	12	-7
COCCN1C(=O)c2ccccc2NC1c1csc(-c2ccsc2)n1 (stereo not given)	-14	6	.
COCCn1c(SCC(=O)NCc2ccc(F)cc2)nc2c([nH]c3ccccc32)c1=O	4	-2	-7
CN1C(=O)C(=Cc2cn(-c3ccccc3)nc2-c2cccs2)C(=O)N(C)C1=O	-4	-3	-4
O=C1C[C@]23C=CCN4CCC5c6cc7c(cc6N1[C@@]5(CC2)C43)OCO7 (stereo not given in full)	-7	-5	-8
CCN(C(=O)c1ccc2c(C)cc(C)c(O)c2n1)C(C)CO (stereo not given)	2	10	-6
Cc1ncc2c(c1CNC(=O)c1ccc3c(c1)OCO3)CCN(C(=O)c1sccc1Cl)C2	-5	15	-8
C#CCn1c(O)c(N=NC(=O)CNC(=O)c2ccc3c(c2)OCO3)c2ccccc21	2	-4	.
COc1ccc(CCS(=O)(=O)NCCN2CCN(c3ccccc3F)CC2)cc1	-1	-7	.
CCc1ccccc1NS(=O)(=O)c1cc(Cl)cnc1N	-8	-22	.
CC(C)c1ncc2c(n1)CN(C(C)C(=O)Nc1ncccn1)CC2 (stereo not given)	-10&-8	-5&15	.
COc1ccc(/C=C2/SC(=Nc3ccccc3)NC2=O)cc1OC	-3	3	-5
O=C(NC1CC1)c1ccc(N2CCC(NCc3ccc(Cl)cc3)C2)nc1 (stereo not given)	1	-9	.
O=C(O)CN(C(=O)c1ccco1)[C@@H]1C[C@@H]2CO[C@H](c3ccccc3)C[C@@H]2C1	-4	13	-5
CCOC(=O)N1CCN(C(=O)c2nn(-c3ccc(F)cc3)c3c2CCCCC3)CC1	0	0	.
COCCNC(=O)C1CCCN(C2CCN(Cc3nccn3C)CC2)C1 (stereo not given)	-3	4	.
O=C1CN(C(=O)N(Cc2ccccc2)c2ccc(Cl)cc2)CCN1	5	-1	.
COc1cccc(CN2CCC2(C)C(=O)Nc2ccc3c(c2)CCN3C(C)=O)c1F (stereo not given)	-9	3	.
Cc1c(C(=O)NCc2ccncc2)cnc2c(-c3ccc(C(C)C)cc3)cnn12	-6	17	-5
CN(Cc1ccc(F)cc1)C(=O)NCCc1cccs1	-13	11	-7
O=S(=O)(NC1CCCCC1n1cc(-c2ccccc2)nn1)c1ccccc1 (stereo not given)	-5	-12	-10
O=C(CN1CCc2sccc2C1c1ccccc1)NC(=O)NC1CCCC1 (stereo not given)	-4	5	-16
N#Cc1ccc(OCc2nc(-c3ccccc3)no2)cc1	-10	3	.
Cc1cc(Oc2cccc(F)c2)nc(SCc2ccccc2C)n1	-1	0	-3
O=C(O)C(O)c1ccc(Br)cc1 (stereo not given)	0	-1	.
Cc1csc(=O)n1CC(=O)NCc1ccc(Cl)cc1	-13	8	-9
Cn1c(=O)c2c(SCc3cccnc3)nc(-c3ccccc3Cl)nc2n(C)c1=O	0	-4	-6
Cc1cc(NC(=O)C(C)Sc2nccn2-c2ccc(C)c(C)c2)no1 (stereo not given)	5	3	.
CCOC(=O)c1c(NC(=O)c2cnn3c(C(F)(F)F)cc(-c4ccco4)nc23)sc2c1CCCC2	-6	23	-6
CCN(CC)c1ccc(NC(=O)c2ccc3nc[nH]c3c2)cc1	-5	9	.
CNC(=O)NC(=O)C(C)OC(=O)c1nn(-c2ccc(F)cc2)c2c1CCC2 (stereo not given)	3	2	-9
CC(C(=O)N1CCC2(CCCO2)CC1)n1cnc2ccccc21 (stereo not given)	-8	.	-12
Cc1ccsc1C(=O)N1CCC2(CCCN(CC(C)(C)C)C2=O)C1 (stereo not given)	-12	17	.
